Compound activity deposited in PubChem by several laboratories.
rCAG binder – binds r(CAG) RNA repeats; inhibition, % at 3 µM; r(CAG) RNA repeat, TO-PRO-1 dye displacement fluorescence; 370,000 tested, 1.3% active;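 active means inhibition above the plate cutoff, the mean of all test compounds on that plate plus 3 SD, cut at about 35% in these data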;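 further: 0% = DMSO alone and 100% = 100 µM mitoxantrone as full dye displacement; higher means more dye released from RNA so lower well fluorescence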
MBD2 inh – blocks human MBD2 binding to methylated DNA | TR-FRET, MBD2 binding to methylated oligonucleotide | 370,000 tested, 0.31% active | Q9UBB5 | inhibition, % at 4.4 µM | AID 686964; in the data active means inhibition above about 13%
NPR2 activator – GC-B (human) receptor activation. P20594. HEK293-GC-B cells, CNP EC30, cGMP TR-FRET; 0% at EC30 CNP, 100% saturating CNP. activation, % at 10 µM. 370,000 tested, 0.11% active. AID 1920062;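 active means activation at 10 µM reaching about 35% in either raw or pattern-adjusted values, limit read from the data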
HTRA1 inhibitor – inhibitors of human serine peptidase HTRA1 | Q92743 | recombinant HTRA1, FP-rhodamine activity-based probe, fluorescence polarization | inhibition, % at 5.96 µM | 340,000 tested, 0.5% active; in the data active means inhibition above about 36%;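 further: 0% = enzyme with DMSO and 100% = wells lacking enzyme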
SIAE primary – human SIAE inhibition, primary screen. 370,000 tested, 0.69% active. Q9HAT2. inhibition, % at 9.66 µM. SIAE FP-Rh probe binding, fluorescence polarization. AID 1053197;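 active means inhibition above a cutoff: mean of compounds within the control limits plus 3 SD of those, cut at about 17% in these data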;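 further: 0% = plate median of compound wells and 100% = probe without SIAE protein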
ABHD4 inh – ABHD4 (mouse) inhibition, primary FP screen. Q8VD66. purified mABHD4, FP-Rh probe fluorescence polarization. inhibition, % at 8.92 µM. 370,000 tested, 0.54% active. AID 720543;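 active means inhibition exceeding the mean over every tested compound plus 3 SD, cut at about 30% in these data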;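 further: 0% = plate median of compound wells and 100% = S159A mutant with DMSO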
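Test system: mouse ABHD4 enzyme, wild type. Reagent: FP-Rh fluorescent activity-based probe, added after compound pre-incubation. Timing: pre-incubation 45 min, probe exposure 60 min, at 25 °C. Technique: FP readout, ex 525 nm / em 598 nm. Benchmarks: high control S159A mutant with DMSO, low control median of compound wells.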
LEDGF integ inh – blocks HIV-1 LEDGF/p75-dependent DNA integration; TR-FRET IN-LEDGF/p75 DNA integration, Eu/Cy5; inhibition, % at 3.7 µM; 370,000 tested, 0.64% active; AID 743269;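 active means inhibition above the screen-wide mean plus 3 SD, cut at about 13% in these data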;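 further: signal is the Cy5 over europium emission ratio at 671 and 618 nm; 0% = plate median of compound wells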
PRMT1 inh – inhibitors of human PRMT1; Q99873; recombinant PRMT1, activity-based probe fluorescence polarization; inhibition, % at 2.79 µM; 370,000 tested, 1.3% active;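 active means inhibition above about 21% made by adding two undisclosed values, limit read from the data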
Target sequence (Q99873 whole entry, looked up): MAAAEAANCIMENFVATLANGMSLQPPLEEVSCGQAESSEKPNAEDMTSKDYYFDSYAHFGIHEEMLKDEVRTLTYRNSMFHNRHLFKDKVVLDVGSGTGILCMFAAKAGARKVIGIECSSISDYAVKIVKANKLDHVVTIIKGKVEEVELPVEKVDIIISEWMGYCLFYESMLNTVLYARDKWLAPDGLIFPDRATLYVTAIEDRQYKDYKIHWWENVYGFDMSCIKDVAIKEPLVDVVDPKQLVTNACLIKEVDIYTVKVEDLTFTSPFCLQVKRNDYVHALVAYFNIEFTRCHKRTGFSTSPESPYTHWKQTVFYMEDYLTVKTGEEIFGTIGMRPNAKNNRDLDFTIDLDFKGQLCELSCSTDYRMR
TDP2 absorb – TDP2 (human) inhibition, absorbance primary screen; inhibition, % at 12.8 µM; O95551; recombinant TDP2, T5PNP hydrolysis, p-nitrophenol absorbance 415 nm; AID 720702; 370,000 tested, 0.34% active;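 active means inhibition above the mean of all tested compounds plus 3 SD, set per campaign, cut at about 25% in these data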;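 further: 0% = DMSO with enzyme and 100% = buffer with substrate but no TDP2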
Target sequence (O95551 whole entry, looked up): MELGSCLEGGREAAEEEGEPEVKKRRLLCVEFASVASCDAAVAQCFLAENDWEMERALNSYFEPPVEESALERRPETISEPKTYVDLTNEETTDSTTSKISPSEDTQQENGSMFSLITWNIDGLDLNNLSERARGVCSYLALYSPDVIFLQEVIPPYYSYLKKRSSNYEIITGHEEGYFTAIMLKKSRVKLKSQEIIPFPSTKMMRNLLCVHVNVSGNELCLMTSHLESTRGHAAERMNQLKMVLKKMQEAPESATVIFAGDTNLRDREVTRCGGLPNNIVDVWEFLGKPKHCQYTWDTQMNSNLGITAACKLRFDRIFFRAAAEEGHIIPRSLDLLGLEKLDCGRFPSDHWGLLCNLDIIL
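Assay system: Recombinant human TDP2 | Quantity: 120 nM TDP2 per well | Incubation: 2 h at 37 °C | Signal: Epi absorbance | Evaluation: Percent inhibition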
TCR-CD3 inh – human TCR-CD3 binding inhibition; TAMRA-labeled TCR probe fluorescence, biochemical; inhibition, % at 9.4 µM; 360,000 tested, 0.37% active; AID 651800; in the data active means inhibition above about 19%;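 further: recombinant mutant TCR 2C K166C tagged with TAMRA read by polarization; 0% = receptor in buffer alone and 100% = receptor with positive control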
Starred values were filed as active, the others as inactive; · = not tested or not shown. Only part of the results is shown (hit frequency here may not be typical).

Below each compound: rCAG binder, MBD2 inh, NPR2 activator, HTRA1 inhibitor, SIAE primary, ABHD4 inh, LEDGF integ inh, PRMT1 inh, TDP2 absorb, TCR-CD3 inh
CC(OC(=O)c1ccc2c(=O)n3c(nc2c1)CCC3)C(N)=O (centres undefined)
    -1, -2, 0, 1, 1, 6, -1, -1, 4, -1
COC(=O)[C@@]12CCCCC=C1N(CCc1ccc(Cl)cc1)C(=O)[C@H]2CC(=O)NCc1cccc(C(F)(F)F)c1
    3, -3, 1, ·, 2, -14, 0, -2, 0, ·
CCOC(=O)C1CCCN(C(=O)c2ccc(Cl)c(S(=O)(=O)N3CCc4ccccc43)c2)C1 (centres undefined)
    5, -7, -3, -4, 2, -1, 5, 0, -6, 2
CC(=O)c1ccc(NS(=O)(=O)c2ccc(CC(C)C)cc2)cc1
    14, 5, 5, -10, -1, -5, -1, -3, 3, 3
CCOC(=O)c1c(C)[nH]c(C(=O)CSc2nnc(CC(C)c3ccccc3)o2)c1C (centres undefined)
    3, 2, -13, -2, -4, -1, -4, 2, 7, -6
Cc1ccc(S(=O)(=O)CCc2ccncc2)cc1
    -1, 5, -2, 4, 4, 4, 2, 1, -5, 3
Cc1ccccc1CNC(=O)Nc1ccc(Cl)cc1
    2, -5, -2, -7, 4, -5, 4, -7, -5, 5
COc1ccc(N(C(=O)c2ccco2)C(C(=O)NC2CCCC2)c2ccc(N(C)C)cc2)cc1OC (centres undefined)
    6, 2, -3, 2, 26*, 1, -2, -4, 4, 0
CC(C)Oc1ccc(/C=C(\NC(=O)/C=C/c2ccco2)C(=O)NCCc2nc3ccccc3[nH]2)cc1
    15, 0, -6, -21, -12, -6, -1, 2, -6, 0
COc1cccc(/C=c2\s/c(=C/C(=O)c3ccc(C)cc3)[nH]c2=O)c1OC
    13, -2, 0, -12, -12, 6, -2, 3, 3, 2

As entered above.
For ABHD4 inh, Cc1ccc(S(=O)(=O)CCc2ccncc2)cc1 is entered as 4
For LEDGF integ inh, COc1cccc(/C=c2\s/c(=C/C(=O)c3ccc(C)cc3)[nH]c2=O)c1OC is entered as -2
For SIAE primary, COC(=O)[C@@]12CCCCC=C1N(CCc1ccc(Cl)cc1)C(=O)[C@H]2CC(=O)NCc1cccc(C(F)(F)F)c1 is entered as 2
For TCR-CD3 inh, CC(C)Oc1ccc(/C=C(\NC(=O)/C=C/c2ccco2)C(=O)NCCc2nc3ccccc3[nH]2)cc1 is entered as 0
For TCR-CD3 inh, CC(OC(=O)c1ccc2c(=O)n3c(nc2c1)CCC3)C(N)=O (centres undefined) is entered as -1

Next section:
Below each compound: rCAG binder, MBD2 inh, NPR2 activator, HTRA1 inhibitor, SIAE primary, ABHD4 inh, LEDGF integ inh, PRMT1 inh, TDP2 absorb, TCR-CD3 inh
O=C(c1ccco1)c1cn[nH]c1-c1ccc(Cl)cc1O
    1, 5, -2, 1, -1, 7, 3, -4, 3, 0
C/C(=N\Nc1nncc2ccccc12)c1ccc(Cl)c([N+](=O)[O-])c1
    3, -1, -7, -5, -2, -5, 9, -2, -22, -1
O=C(O)c1ccc(/C=C2\SC(=S)N(NC(=O)c3ccc(Br)cc3)C2=O)cc1
    35*, -2, 3, 1, -1, -20, 3, 30*, 13, -8
CN(C)CCCn1c(SCCN2C(=O)c3ccccc3C2=O)nc2ccccc2c1=O
    -4, 2, 1, -3, -1, 6, -1, -1, 2, 0
COCCn1c(C)cc(C(=O)COC(=O)c2cc3c(s2)CCC3)c1C
    3, 16*, 0, 1, 0, -3, 6, -1, -4, -2
COc1ccc(Cl)cc1NC(=O)CC1CCCC1
    3, 7, 0, -7, -3, -2, 1, 0, -12, -6
Fc1ccc(N/N=C/c2ccc(N3CCOCC3)cc2)c(F)c1
    9, -4, ·, 9, 9, 9, 1, -2, 7, 1
Cc1ccc2c(c1)N(CC(=O)N1CCC(C)CC1)C(=O)c1cccnc1O2
    -7, 6, 9, 1, -1, -14, -3, 6, -11, -5
Oc1ccccc1CN(Cc1ccco1)CC(O)COCc1ccc(Cl)cc1 (centres undefined)
    3, -1, -10, -31, 1, -10, -1, -2, -6, 7
CCC1(C)Cc2c(sc3nnn(CC(=O)Nc4ccccc4C)c(=O)c23)CO1 (centres undefined)
    1, -1, -3, 3, -3, 4, -1, -1, -1, 0
COc1cccc(NC(=O)CN(C)C(=O)c2ccccc2OCC(=O)Nc2cccc(C(F)(F)F)c2)c1
    0, -1, -1, -36, -17, -15, 4, 1, -12, 5
CCN(CC)C(=O)[C@H]1CC(CC(=O)NCCN2CCOCC2)C(=O)N2CCc3c([nH]c4ccccc34)[C@]12C (some centres undefined)
    2, -4, 0, -2, -3, 1, -3, -1, 7, 6
O=C(CN1C(=O)S/C(=C/c2ccc(N3CCOCC3)cc2)C1=O)N1CCOCC1
    -6, 2, -6, 1, -3, -7, -3, -2, -8, 2
Cc1cccc(NS(=O)(=O)c2ccc(Br)s2)n1
    1, 1, 4, -6, -2, 7, 0, 3, 5, 0
c1ccc(-n2nnnc2-n2nnc3ccccc32)cc1
    -2, -1, -1, -3, -4, 2, -1, -1, -10, 6
CN(Cc1ccccc1)C(=O)c1cccc(NC(=O)Cc2ccc(NC(=O)C3CCCN(C(=O)C4CCCC4)C3)cc2)c1 (centres undefined)
    4, -4, -1, -4, -3, -9, 1, -2, -1, 8
Nc1ccc(-c2nc3c(Cl)cc(N)cc3[nH]2)cc1
    6, 0, -6, 19, 6, 15, -3, -2, 3, -9
Cc1cccc(C)c1OCCCCN1CCNCC1
    -3, -2, 10, 6, -3, 15, 3, 1, 2, 1
COc1ccccc1C(=O)NCCC(=O)NCC1CCCO1 (centres undefined)
    0, 2, -6, 0, -6, -5, -5, 3, 0, -1
O=C(NCc1cccc(C(F)(F)F)c1)c1cc(Cl)ccc1Cl
    -1, 7, -1, -10, 1, -7, 0, 0, -6, 4
CSc1nc(SCC(=O)NCc2ccco2)c2c3c(sc2n1)CN(C)CC3
    13, 5, -9, 1, 3, 5, 11, 9, 3, 9
CCOC(=O)Cn1nc(C)cc1NC(=O)c1ccncc1
    0, -5, 7, -2, -4, -1, 0, 0, 15, 0
Cc1cccc2cc(C#N)c(N3CCCC3)nc12
    4, -1, -2, -2, 4, -2, -1, 1, 10, 5
O=C(O)c1ccccc1OCc1nc2ccccc2s1
    -1, -3, -1, -11, -1, -3, -1, -2, 7, 7
COc1ccc(C(=O)NC(=S)NNC(=O)c2cnccn2)cc1
    2, 0, -6, 11, 0, 5, 3, 4, -1, 4
O=C(c1cccnc1)N1CCN(S(=O)(=O)c2ccc(Cl)cc2)CC1
    0, 8, 1, 2, 2, -7, 0, 3, -7, 4
COc1ccc(CCNC(=O)COC(=O)c2ccc(Br)o2)cc1
    0, 0, 2, -2, -2, 0, 1, 0, 2, -8
O=C(Nc1cccc(C(F)(F)F)c1)N(Cc1ccc(Cl)cc1)CC(O)C(F)(F)F (centres undefined)
    -3, -5, 2, -34, -14, -19, -4, -1, -13, 6
CN(C)CCC(=O)c1ccc(F)cc1
    0, 3, 0, 2, 3, -2, 5, -4, 3, -4
CCC(=O)Nc1ccc(C(=O)NNC(=O)c2ccc(Cl)cc2)cc1
    -4, -1, -8, 3, 0, -7, 1, 4, 8, 3
Cc1cc(C)nc(NC(=O)c2ccc(Cl)cc2Cl)n1
    -1, 4, 0, 0, -3, -1, -4, 5, 0, 3
COCCCNC(=S)Nc1ccc(OC(F)F)cc1C
    -3, 3, 0, -4, 6, 0, -1, -1, -3, -1
Cc1ccc(C(=O)OCC(=O)Nc2ccc(C)c(S(=O)(=O)N3CCCCC3)c2)o1
    4, 1, 7, -16, -2, 0, -2, 3, 7, -3
COc1ccc(Cl)cc1NC(=S)NCCN1CCOCC1
    -1, -3, 6, 5, -2, 4, -1, 2, 4, 8
CC1=NN(c2nc(-c3ccc(C)cc3)cs2)C(=O)C1N=Nc1cccc(O)c1 (centres undefined)
    37*, 6, 3, 33, 9, 17, 1, 1, -7, -2
COc1ccc(/C=C/c2nnc(NC(=O)C(C)(C)C)s2)cc1
    0, -7, -6, -11, -2, -7, -1, 0, 1, -2
COC(=O)Cc1ccc(NC(=S)NCc2ccccc2)cc1
    -1, 2, 2, 2, 8, 0, -1, -2, -1, 8

Profiles, quoted from the list. Order of screens: rCAG binder	MBD2 inh	NPR2 activator	HTRA1 inhibitor	SIAE primary	ABHD4 inh	LEDGF integ inh	PRMT1 inh	TDP2 absorb	TCR-CD3 inh
Shown for COc1ccc(Cl)cc1NC(=S)NCCN1CCOCC1 → -1	-3	6	5	-2	4	-1	2	4	8
Shown for Cc1ccc(C(=O)OCC(=O)Nc2ccc(C)c(S(=O)(=O)N3CCCCC3)c2)o1 → 4	1	7	-16	-2	0	-2	3	7	-3

Just rCAG binder and SIAE primary, for two of the compounds above:
| smiles | rCAG binder | SIAE primary |
| --- | --- | --- |
| COc1ccc(/C=C/c2nnc(NC(=O)C(C)(C)C)s2)cc1 | 0 | -2 |
| COC(=O)Cc1ccc(NC(=S)NCc2ccccc2)cc1 | -1 | 8 |
